Screening results: PubChem, several laboratories
TNF death inh: blocks TNF-alpha induced death of Jurkat FADD-/- cells | AID 463075 | Jurkat FADD-/- TNF necroptosis rescue, ATP luminescence, 24 h; 0 = TNF only, 100 = no-TNF cells | activation (protection from cell death), % at 10 µM | 0.068% of 220,000 active;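 active = activation, meaning protection from cell death, of at least 50% relative to plate controls; inactive = activation below 50%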;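 also: necroptosis triggered by 40 ng/mL TNF-alpha added together with compound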
EP2 modulator: EP2 receptor (human) modulation. EP2-expressing cells, cAMP HTRF FRET, PGE2 co-stimulation. induction, % at 25 µM. 0.83% of 260,000 active. AID 940;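 active = compounds whose cAMP rise, as percent of the full-agonist control response, exceeds 60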;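 also: rat C6 glioma line stably carrying human EP2 under a CMV promoter; the protocol text gives 20 µM as final concentration; 100% = response of wells given 1 µM PGE2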
Runt-SMMHC FRET: blocks binding of human RUNX1 Runt domain to CBFb-SMMHC. AID 1434. Cerulean-Runt/Venus-CBFb-SMMHC FRET ratio 530/480, 1 h. 0.74% of 220,000 active. Q01196+Q13951. inhibition, % at 20 µM;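 active = mean inhibition across duplicate retests at 20 µM reaching about 50%, limit read from the data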;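 also: 0% = DMSO wells and 100% = wells with excess untagged CBFb-SMMHC; inhibitors lower the FRET ratio by blocking Runt binding to CBFb-SMMHC; some results filed as inactive read as strong as hits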
Target sequence (Q01196 whole entry, looked up, the tested form may be a part): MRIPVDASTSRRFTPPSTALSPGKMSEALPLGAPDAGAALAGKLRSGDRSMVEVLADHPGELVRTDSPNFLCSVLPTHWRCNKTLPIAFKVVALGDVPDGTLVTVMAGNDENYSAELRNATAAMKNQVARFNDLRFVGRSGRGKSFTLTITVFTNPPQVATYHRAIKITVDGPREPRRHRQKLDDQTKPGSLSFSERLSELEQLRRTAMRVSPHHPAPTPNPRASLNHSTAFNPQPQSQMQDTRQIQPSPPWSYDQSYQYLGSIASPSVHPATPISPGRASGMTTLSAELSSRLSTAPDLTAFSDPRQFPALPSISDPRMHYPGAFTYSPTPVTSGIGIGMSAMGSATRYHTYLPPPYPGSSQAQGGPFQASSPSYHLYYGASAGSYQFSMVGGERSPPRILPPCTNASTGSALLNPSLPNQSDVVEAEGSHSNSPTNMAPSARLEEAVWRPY
Target sequence (Q13951 whole entry, looked up, the tested form may be a part): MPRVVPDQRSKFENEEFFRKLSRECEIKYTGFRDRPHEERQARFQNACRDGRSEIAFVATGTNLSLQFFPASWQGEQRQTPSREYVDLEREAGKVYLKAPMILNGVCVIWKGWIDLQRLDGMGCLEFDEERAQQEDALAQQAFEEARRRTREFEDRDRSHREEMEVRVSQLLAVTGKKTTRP
RBBP9 inh: blocks human serine hydrolase RBBP9; 0.2% of 220,000 active; O75884; inhibition, % at 7.94 µM; recombinant RBBP9, FP-Rh probe fluorescence polarization;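 active = inhibition above the campaign mean of all tested compounds plus 3 SD, cut at about 14% in these data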;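 also: plate controls were DMSO wells with RBBP9 for no effect and wells lacking RBBP9 protein for full effect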
Target sequence (O75884 whole entry, looked up): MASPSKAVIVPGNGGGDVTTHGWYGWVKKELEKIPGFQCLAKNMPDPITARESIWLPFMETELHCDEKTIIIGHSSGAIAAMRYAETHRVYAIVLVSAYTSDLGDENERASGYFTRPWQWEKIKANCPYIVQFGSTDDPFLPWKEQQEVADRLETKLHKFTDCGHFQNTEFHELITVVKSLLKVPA
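system = RBBP9 protein | input = RBBP9 at 2.5 µM in dispensed solution, before mixing | measured by = fluorescence polarization (mP), excitation 525 nm, emission 598 nm | incubation = enzyme-compound preincubation 30 min, then probe labeling 45 min, 25 °C | buffer or medium = Tris-NaCl-Pluronic buffer, pH 8.0 | compound = single dose 7.94 µM | also added = FP-Rh probe, 375 nM dispensing solution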
Hck-Nef inh: human Hck-Nef kinase inhibition; Recombinant Hck-YEEI plus Nef, Z-Lyte FRET kinase assay; AID 463187; 0.68% of 220,000 active; inhibition, % at 20 µM;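 active = Hck-Nef kinase inhibition above about 50%, limit read from the data; inactive = inhibition below that limit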;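 also: 0% = DMSO with Hck plus Nef and 100% = Hck alone without Nef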
PERK inh: inhibitors of human PERK kinase; Q9NZJ5; CHO PERK-DD fusion, SEAP luminescence translation reporter; inhibition, % at 5.6 µM; 0.17% of 220,000 active;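 active = inhibition above the mean inhibition of all tested compounds plus 3 SD, set separately per screening campaign, cut at about 2.9% in these data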;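 also: PERK kinase domain activated by AP20187 dimerizer at 100 nM; 0% = DMSO with dimerizer and 100% = rapamycin at 8.4 µM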
zVAD death inh: L929 zVAD cell death inhibition | L929 zVAD necroptosis rescue, ATP luminescence, 24 h; with zVAD 60 µM | viability rescue, % at 10 µM | 0.38% of 220,000 active;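 active = activation, scaled between plate controls, above about 75%, limit read from the data; inactive = activation under that limit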;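 also: 0% = zVAD with DMSO and 100% = DMSO alone without zVAD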
Runt-CBFb FRET: inhibitors of human RUNX1 Runt domain binding to CBFb; Q01196+Q13951; Cerulean-Runt/Venus-CBFb FRET ratio 530/480, 1 h; inhibition, % at 20 µM; 0.46% of 220,000 active;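 active = inhibition over about 50% at 20 µM in the single-dose screen, limit read from the data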;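 also: 0% = DMSO wells and 100% = excess unlabeled CBFb competitor control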
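Doses: 20 µM compound in 1% DMSO | Material: Cerulean-labeled Runt domain protein | Amount: Each fluorescent fusion protein 100 nM | Schedule: Two 1 h room-temperature incubations shielded from light | Measured by: FRET fluorescence | Evaluation: Loss of energy transfer signal | Controls: Unlabeled CBFb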
PGE2 EP2 inh: blocks the human prostaglandin E2 receptor EP2. P43116. C6 glioma cells expressing human EP2, cAMP TR-FRET; cells stimulated with saturating PGE2. inhibition, % at 25 µM. 0.52% of 260,000 active. AID 1422;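 active = percent inhibition above 40 after rounding to a whole number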;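 also: rat C6 glioma host cells with rolipram phosphodiesterase inhibitor present; the protocol text gives 20 µM as final concentration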
* hit, by the source's call; / = not tested or not shown. An excerpt; the hit share may differ from the screen's.

Every second line gives: TNF death inh, EP2 modulator, Runt-SMMHC FRET, RBBP9 inh, Hck-Nef inh, PERK inh, zVAD death inh, Runt-CBFb FRET, PGE2 EP2 inh
#1 CCCCOC(=O)C1=C(N)N2C(=O)C(C)SC2=C(C(=O)OCC)C1c1ccc(O)c(OC)c1 (stereo unspecified)
→ 0.9, 2, -3, 3, 17, 1.4, 0.4, 0, 10
#2 CCOC(=O)Cn1c(=O)c2c(nc3n2CCS3)n(C)c1=O
→ -3.1, -5, 1, -8, 3, -0.2, -0.1, 2, 12
#3 COc1ccc(/C=N\NS(=O)(=O)c2ccc(Cl)cc2)cc1COc1ccccc1[N+](=O)[O-]
→ 0.4, 57, -4, -10, 8, 0.9, 0.2, -2, /
#4 CCc1nc(SCC(=O)O)c(C#N)c2c1CCCC2
→ 1.2, 30, -2, 6, 18, 1.2, -2.2, 0, 14
#5 COc1ccc(C2Nc3ccccc3C(=O)N2NC(C)=O)cc1OC (stereo unspecified)
→ -0.2, 20, 7, 3, 24, 0.1, 2.5, 3, 12
#6 C#CCNC(=O)C1=C[C@H](c2csc3ccccc23)[C@@H](CCCO)[C@H](OCC)O1
→ -0.4, 1, 1, -3, 17, -0.5, 0.1, -1, 11
#7 CN1CCN(CC2(O)CCN(S(=O)(=O)c3ccc(Cl)cc3)CC2)CC1
→ -1.3, -14, 5, -2, 16, 0.8, -1.0, -2, 7
#8 COc1cnc(-c2ccccn2)nc1NC(C)C
→ -9.7, 10, 3, -9, 21, -0.8, 48, 4, 6
#9 O=C(O)CC1=C(O)C(=O)N(c2ccccc2)C1c1ccccc1 (stereo unspecified)
→ -0.3, 26, -1, -1, -1, -0.5, 2.0, 2, 7
#10 c1cncc(CNC2CCCc3ccccc32)c1 (stereo unspecified)
→ -2.4, -4, -2, -6, 3, 1.2, 0.1, -2, 4
#11 COc1nc(-c2ccccc2)nnc1-c1ccccc1
→ 1.2, 75*, -3, -7, 20, 0.4, 0.8, 0, 5
#12 CN(Cc1ccccc1)C(=O)c1ccccc1NC(=O)c1ccccc1
→ -2.2, 32, 0, -1, 2, 0.2, -0.2, -1, 5
#13 CCOc1ccccc1C1C(C(N)=O)=C(C)Nc2nc(-c3ccc(OC)cc3)nn21 (stereo unspecified)
→ 0.4, 9, 2, -5, 1, -0.2, 3.0, -2, 7
#14 CN(CCc1cnn(C)c1)Cc1nc(CC2CC2)no1
→ 0.0, -21, -1, -9, 3, 2.3, 0.1, -2, 3
#15 CCC(=O)n1nc(-c2ccccc2)nc1SCC(=O)Nc1ccc(C)cc1
→ -1.5, 16, -16, -2, 1, 0.9, 1.0, -1, 3
#16 Cc1ccc2oc(=O)c3cc(C(=O)N4CCN(C)CC4)sc3c2c1
→ 4.4, -14, -3, 4, 15, -1.6, 1.2, 1, 6
#17 CN(Cc1ccccc1)c1nc(N)c([N+](=O)[O-])c(Nc2cccc(F)c2)n1
→ -2.5, 47, -4, -1, -1, 1.2, 0.3, 0, 4
#18 O=C1c2cccc3cccc(c23)C(=O)N1CCc1ccccc1
→ -2.9, 20, 3, -1, 1, 0.8, -0.6, /, 8
#19 Cc1ccc(NC(=S)NC(=O)c2sc3ccccc3c2Cl)c(C(=O)O)c1
→ -0.5, -12, 3, -1, 17, 0.8, 3.4, 16, 22
#20 C=CCN1C(=O)N/C(=C/c2ccc(N3CCOCC3)o2)C1=O
→ 0.2, -7, 16, 8, 2, -0.2, 0.9, 18, 19
#21 Cc1cccc(CC2SC(N)=NC2=O)c1 (stereo unspecified)
→ 0.9, -13, 0, -1, 19, 0.1, 4.3, 2, -1
#22 COc1ccc(CC(=O)NC(C)c2nnc(SCC(=O)c3ccc(OC)cc3)n2C)cc1 (stereo unspecified)
→ 0.7, 14, 0, -5, 0, 0.1, -0.5, 1, 4
#23 CCOc1ncccc1C(=O)N1CCN(C(=O)c2ccccc2)CC1
→ 0.7, 12, -1, -11, 27, 1.0, 1.0, -1, 4
#24 Cc1c(Cl)ccc2c1NC(=O)[C@]21N[C@@H](CCC(N)=O)[C@H]2C(=O)N(c3ccc(F)cc3)C(=O)[C@H]21
→ 1.4, -18, -1, -11, 1, -0.1, -0.4, -1, 7
#25 N=c1sccn1CC(=O)Nc1cc(S(=O)(=O)N2CCCC2)ccc1Cl
→ 0.9, -16, 5, 6, 22, -0.8, 0.3, -3, 0
#26 O=C1CC(N2CCc3ccccc32)C(=O)N1c1ccc(F)cc1 (stereo unspecified)
→ 3.5, -4, /, -2, 17, 0.3, 3.5, /, 8
#27 O=C(Nc1ccc(-n2cnnn2)cc1)c1cn2ccccc2n1
→ -2.6, 7, -2, 4, 12, 1.5, 13, -4, 6
#28 N#C/C(=C\c1c(N2CCC(C(N)=O)CC2)nc2ccccn2c1=O)S(=O)(=O)c1ccccc1
→ 0.2, 34, 0, 1, 2, 1.7, -0.2, -6, 19
#29 CC(NC(=O)CN1CCC(C(N)=O)CC1)c1ccccc1 (stereo unspecified)
→ -3.0, 16, -6, -8, 3, 1.0, -0.2, 1, 4
#30 CCOC(=O)c1ccc2c(c1)nc(COc1ccc(OC)cc1)n2CC
→ 6.0, 19, 0, -5, 5, -0.9, 0.9, 0, 5
#31 CCOC(=O)c1cc2sccc2n1CCCN1C(=O)c2ccccc2C1=O
→ -2.8, 15, 3, 0, 1, -0.9, -0.2, -3, 13
#32 COc1cc(C(=O)OCCC(C)C)cc(OC)c1O
→ -0.2, 6, 22, -1, 18, 1.2, -0.5, 18, 5
#33 COc1cccc(NC(=O)CC2C(=O)NCCN2C(=S)Nc2ccc(F)cc2)c1 (stereo unspecified)
→ 2.1, -74, 0, -6, 12, -1.0, -0.6, 1, 4
#34 O=[N+]([O-])c1ccc(Sc2cccc3cccnc23)cc1
→ -0.4, -36, 0, 2, 6, -0.1, 1.6, 0, 18
#35 Cc1ccc(C(=O)NC(=S)/C=C2\N(C)c3ccccc3C2(C)C)cc1
→ -1.4, 4, -35, -6, 2, 1.1, 0.3, -12, 8
#36 Cc1c(S(=O)(=O)N2CCN(c3cccc(C(F)(F)F)c3)CC2)c(=O)n(C)c(=O)n1C
→ -1.5, 9, 0, -6, 2, 0.8, 1.4, -6, 9
#37 COc1ccccc1CCn1cc(C#N)c(=O)[nH]c1=O
→ -0.2, 2, 1, -1, 3, 1.2, -0.3, -4, 10
#38 COc1ccc(NC(=O)C(=O)N/N=C/c2cccnc2)c(OC)c1
→ -4.7, -7, -2, -2, 0, 0.2, 0.4, -3, 8
#39 O=C(NCCc1c[nH]c2ccccc12)C(=O)NCC1OCCN1S(=O)(=O)c1ccccc1 (stereo unspecified)
→ -0.1, -97, 1, -2, 27, 0.1, -0.6, -2, 10
#40 N#Cc1ccccc1NC(=O)CSc1nccn1CCc1ccccc1
→ -1.0, -12, -2, 1, 1, -0.5, 0.2, 2, 4
#41 CCCCc1c(C)c2ccc(OC)c(/C(C)=N\O)c2oc1=O
→ 4.5, 24, 3, -10, 1, -0.4, 0.3, 1, /
#42 COCCCNC(=S)Nc1ccc2nc3n(c(=O)c2c1)CCCCC3
→ 0.9, -11, -1, 2, 15, -0.6, 1.6, 0, 7
#43 Cc1ccc(NC(=O)COC(=O)c2sccc2C)cc1S(=O)(=O)N1CCOCC1
→ -0.1, -6, 3, -9, 1, -0.1, 1.6, -1, 6
#44 CC[n+]1c(C)sc2cc(C)ccc21
→ -2.4, 18, 21, -13, 7, -0.6, -0.3, 3, 3
#45 COc1ccc(/C=N/NC(=O)c2ccncc2)cc1COc1ccc(NC(C)=O)cc1
→ -10, -34, 0, -4, -3, -1.0, 1.2, 0, 13
#46 C(=N\Nc1nc(Nc2ccccc2)nc(N2CCOCC2)n1)/c1c[nH]c2ccccc12
→ -7.0, -17, 1, 0, 1, 0.1, 1.2, -2, 14
#47 c1ccc(CN2CCN(c3nc4ccccc4c4ccccc34)CC2)cc1
→ 1.3, 20, 0, -4, 1, -0.5, -0.3, 1, 11
#48 Cc1ccc(C(=O)N2CCCC2)c(F)c1F
→ -1.3, 12, -2, -12, -10, 0.7, -0.4, 0, 6
#49 COCC(=O)Nc1cccc2ccccc12
→ -1.1, 14, -7, 5, 1, 1.6, 0.6, -1, 8
#50 Cc1ccc(NC(=O)/C(=C/c2cccs2)NC(=O)c2ccco2)cc1
→ 1.1, 1, -1, 3, 1, -0.1, 0.3, 1, 13

(cont.)
Every second line gives: TNF death inh, EP2 modulator, Runt-SMMHC FRET, RBBP9 inh, Hck-Nef inh, PERK inh, zVAD death inh, Runt-CBFb FRET, PGE2 EP2 inh
#51 O=C(CSc1ccc(-c2ccc(F)cc2)nn1)N1CCCc2ccccc21
→ 0.1, -5, 1, 0, 2, 0.1, -0.5, 0, 8
#52 Cc1ccccc1C(=O)NNC(=O)c1ccc(Br)cc1
→ 0.0, -3, 1, -5, 18, 0.6, 1.2, 0, 7
#53 O=[N+]([O-])c1cc(C(F)(F)F)ccc1Sc1ccccn1
→ -0.2, 3, -1, -8, 3, 0.5, -0.3, -3, 8
#54 COc1ccc(CN2C(=O)c3ccccc3C2C(=O)NC2CCCC(C)C2C)c(OC)c1 (stereo unspecified)
→ -0.1, 0, -1, -2, -3, 0.4, -0.1, -4, 11
#55 CC(c1ccccc1)N1C(=O)NC(NC(=O)C(C)(C)C)(C(F)(F)F)C1=O (stereo unspecified)
→ 0.6, 15, 3, -9, -2, -0.2, -0.2, -1, 14
#56 Cc1cc(OCCOCCN2CCCC2)ccc1C(C)C
→ -0.7, 3, 1, -3, -1, -0.1, -0.3, 1, 6
#57 COc1ccc(CCNc2oc(-c3cccc4ccccc34)nc2P(=O)(OC)OC)cc1OC
→ 1.0, -6, 9, -1, 16, -0.3, 0.4, 4, 6
#58 Cc1ccc(C(C)C)c(OCCN)c1
→ -0.3, -11, 0, -8, 3, 1.1, 0.5, -2, 11
#59 Cc1c(C(=O)NCc2ccc3c(c2)OCO3)oc2ccc(S(=O)(=O)N3CCCC3)cc12
→ -6.7, -22, -2, -4, -2, -1.2, -1.3, 5, 12
#60 CC1CCCC(C)N1C(=O)COC(=O)CCc1nc2ccccc2c(=O)[nH]1 (stereo unspecified)
→ 1.3, 0, 0, -6, 2, -0.2, 0.7, -1, 12
